A549 tox: A549 cytotoxicity, counter-screen for Nrf2 inhibitors; actives 0.16% (n = 390,000); Potency, µM (highest dose often 46 µM), inactives show at the top dose activity change, negative = cytotoxicity, most hits filed as inhibitors; AID 504648; A549 ARE-Fluc cells, CellTiter-Fluor viability, 18-24 h; note: potency is the fitted concentration of half-maximal effect; % is set by controls: 0 for no effect and ±100 for the full control effect
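A549 ARE-Fluc cells in 5% FBS OPTI-MEM, 5000 cells/well, rested 2 h then exposed to compounds in concentration-response for 18-24 h at 37 °C. Viability by CellTiter-Fluor fluorescence (Ex 405/Em 525) after 30 min; luciferase luminescence (BugLite, 15 min, RT) read afterwards.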
S2 tox: cell viability loss in ATXN counter-screen; AID 651635; Potency, µM (top dose mostly 56.7 µM), hits mostly cytotoxic; S2 cells (HEK-293 line with an ATXN2-luciferase reporter) viability, CellTiter-Fluor protease fluorescence, 24 h; actives 0.49% (n = 400,000); note: potency is the fitted concentration of half-maximal effect; nearly all actives have a fitted effect of over 40% in size
Nrf2 inh: blocks Nrf2 signaling; AID 504444; Potency, µM (highest dose often 46 µM), without a hit: at the top dose activity change, negative = inhibition, most hits filed as inhibitors; A549 ARE-Fluc reporter, luciferase luminescence, 18-24 h; actives 2.1% (n = 360,000); note: potency is the fitted concentration of half-maximal effect; % is set by controls: 0 for no effect and ±100 for the full control effect; nearly all actives have a fitted effect of over 60% in size
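Reporter: ARE-Fluc in A549. Exposure: 18-24 h, 37 °C, 5% CO2, 5% FBS OPTI-MEM. Readouts: fluorescent cytotoxicity (CellTiter-Fluor), then luminescent Nrf2 signal after BugLite.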
ATXN2 expr inh: ATXN2 expression inhibition; HEK-293 ATXN2-luciferase reporter, luminescence, 24 h; Potency, µM (highest dose often 57 µM), without a hit: top-dose activity change, negative = inhibition, actives largely listed as inhibitors; actives 0.72% (n = 360,000); AID 1745845; note: potency is the fitted concentration of half-maximal effect; % is set by controls: 0 for no effect and ±100 for the full control effect; nearly all actives have a fitted effect of over 55% in size
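qHTS (up to 57 uM final) was run with 24 h compound exposure of reporter cells at 37 °C. Each well was multiplexed: SteadyGlo luminescence measured ATXN2-luciferase expression after a fluorogenic Gly-Phe-AFC viability readout (25 uM final).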
TGFb SMAD3 inh: TGF-b pathway inhibition; HepG2 CAGA-GFP TGF-b/SMAD3 reporter, GFP fluorescence, 18 h; TGF-beta stimulated, 500 pg/mL final; Potency, µM (titrated, usually from 46.1 µM), for inactives: top-dose activity, negative = inhibition, hits mostly inhibitors; actives 1.2% (n = 410,000); note: potency is the fitted concentration of half-maximal effect; % is set by controls: 0 for no effect and ±100 for the full control effect; nearly all actives have a fitted effect of over 65% in size
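HEPG2 CAGA-GFP cells (1000/well, DMEM with 1% FBS) were pre-incubated 2 h at 37 degrees C, given compound by pin tool, then stimulated with TGF-beta at 500 pg/mL final for 18 h before per-cell GFP fluorescence imaging.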
IL-1B inflam inh: inflammasome signaling inhibition, IL-1 beta readout | THP-1 LPS/ATP IL-1B secretion, AlphaLISA, 16 h; stronger effect = lower value | activity change, % at 57.5 µM | actives 4.7% (n = 360,000); in the data active = activity change below about -50%; inconclusive = mostly about -30% to -49%; note: % is set by controls: 0 for no effect and ±100 for the full control effect
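Secreted IL-1B measured by AlphaLISA bead assay after 16 h compound exposure of THP-1 cells; compounds (final up to 57.5 uM) added 1 h before LPS (250 ng/mL) and ATP (1.25 mM) stimulation; lower signal means less secretion.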
MCF10A rereplic: induces DNA re-replication in MCF 10a normal breast cells; MCF 10A DNA re-replication, Hoechst nuclear intensity, 48 h; Potency, µM (series often up to 46.1 µM), inactives show at the top dose activity, positive = re-replication, actives largely listed as activators; actives 2.9% (n = 350,000); AID 624296; note: potency is the fitted concentration of half-maximal effect; % of control where 0% means no effect; nearly all actives have a fitted effect of over 50% in size
HepG2 viability: kills HepG2 cells in TGF-b inhibitor counter-screen | AID 588856 | HepG2 CAGA-GFP viability, ATP luminescence, 18 h | actives 0.76% (n = 410,000) | Potency, µM (doses to about 46.1 µM), without a hit: top-dose activity change, negative = cytotoxicity, actives largely listed as cytotoxic; note: potency is the fitted concentration of half-maximal effect; some results filed as inactive show a strong effect at the top dose
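CellTiter-Glo luminescence gave cytotoxicity after 18 hours at 37 degrees C. The cells were HepG2 CAGA-GFP in 1% FBS DMEM, stimulated with 500 pg/mL TGF-beta after compound addition. %Activity was normalised to no-cell wells (complete cell-killing) and DMSO (no toxicity), and curves were fitted and classified.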
Nrf2 activator: activates Nrf2 signaling; AREc32 ARE-luciferase reporter (MCF7-derived line), luminescence, 24 h; Potency, µM (highest dose often 46.1 µM), for inactives: top-dose activation, hits mostly activators; actives 0.31% (n = 410,000); AID 624171; note: potency is the fitted concentration of half-maximal effect; % of control where 0% means no effect; nearly all actives have a fitted effect of over 65% in size
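Luciferase luminescence (Steady-Glo, 30 min at room temperature) served as the read-out of ARE activation in AREc32 cells treated with compounds for 24 hr at 37 deg C.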
Starred values were filed as active, the others as inactive; i = inactive; ? = inconclusive; . = no result given; [ ] = dose if it differs, or a comment. Unless noted, calls come from the whole dose curve; as a rule, active = well fitted curve in the direction sought with a large enough effect; inconclusive = small, poorly fitted or top-dose-only effect, or another doubt; inactive = no such curve, though single readings can be large; an effect the other way counts as inactive or inconclusive.

SMILES,A549 tox,S2 tox,Nrf2 inh,ATXN2 expr inh,TGFb SMAD3 inh,IL-1B inflam inh,MCF10A rereplic,HepG2 viability,Nrf2 activator
COc1ccc(N(Cc2cc3cccc(C)c3[nH]c2=O)C(=O)C2CCCO2)cc1 (stereo not given),-16%,i,-9%,.,-13%,-2,-1%,-23%,0.4%
O=C1c2ccccc2C(=O)N1CCSc1ccccc1,-2%,i,?,72%[activator],4%,4,24%,-39%,0.4%
CCN(CC)C(=O)c1[nH]cnc1C(=O)Nc1cccc(Cl)c1,0%,i,0%,9%,11%,3,-11%,-2%,4.5%
Cc1cc(OC(=O)c2ccc(Cl)cc2)cc(=O)n1C,3%,i,-24%,-9%,-14%,2,0%,-18%,-1.2%
O=C(NC1CCCCCC1)c1cc(S(=O)(=O)N2CCOCC2)ccc1F,6%,i,9%,6%,-5%,8,5%,3%,0.0%
Cc1csc(SCC(=O)Nc2cc([N+](=O)[O-])ccc2F)n1,?,i,4%,11%,-26%,95,?,0%,4.2%
CCOCCCNC(=O)c1cccc(NC(=O)C2=C(C)OCCS2)c1,-1%,i,1%,3%,0%,9,0%,9%,0.4%
COC(=O)C1=CN(Cc2ccc(C)cc2)C=C(C(=O)OC)C1c1ccc(F)c(F)c1,0%,i,?,0%,-1%,-27,23µM*,1%,0.1%
CCc1cc2c(SCC(=O)Nc3cc(C)on3)ncnc2s1,-1%,i,0%,.,1%,2,17%,-19%,-0.2%
CCOc1ncccc1C(=O)Nc1cccc(-c2nc3cccnc3s2)c1,0%,i,-16%,17%,0%,57,15%,-5%,7.6%
COc1ccc(S(N)(=O)=O)cc1C(=O)OCC(=O)NC(C)(C#N)C1CC1 (stereo not given),8%,i,2%,-8%,19%,15,7%,10%,0.1%
COc1cccc(N2CC(NC(=O)/C=C\c3ccccc3)CC2=O)c1 (stereo not given),-11%,.,.,.,-8%,.,.,-10%,0.2%
COc1cc(C(=O)N2CCN(C)C(C)C2)ccc1OC1CCN(C(C)=O)CC1 (stereo not given),2%,i,13%,39%[activator],2%,30,-1%,10%,-0.1%
O=C(NCc1cccc(F)c1)C1CCC(=O)N(CCc2cccc(F)c2)C1 (stereo not given),9%,i,3%,4%,0%,10,-2%,8%,-0.6%
CCOc1ccc(NC(=O)C(C)Sc2nnc3cc(C)c4ccccc4n23)cc1 (stereo not given),-13%,.,-20%,.,-23%,.,.,6%,-0.9%
Cc1ccc(N2CC(O)Cn3c2nc2c3c(=O)n(C)c(=O)n2C)cc1 (stereo not given),5%,i,0%,0%,-1%,10,1%,7%,-0.1%
Cc1noc(C)c1NC(=O)N(C)C[C@H]1Oc2ccc(NS(=O)(=O)c3cn(C)cn3)cc2C(=O)N([C@H](C)CO)C[C@@H]1C,1%,i,2%,9%,7%,-1,-6%,-10%,-0.4%
Cc1ccc(C(=O)/C=C/Nc2cccc([N+](=O)[O-])c2)o1,-6%,i,?,56%[activator],11%,-12,0%,-6%,?
Cc1nn(-c2ccc(F)cc2F)c2c1-c1nc(N3CCCC3)ncc1CC2,-14%,i,?,-35%,-7%,-14,?,-19%,0.2%
CCCOc1cccc(C2C(C(=O)c3ccco3)=C(O)C(=O)N2CCCn2ccnc2)c1 (stereo not given),-4%,i,7%,.,-4%,6,?,-19%,3.1%
Cc1onc(CO)c1C(=O)Nc1nccs1,7%,i,10%,2%,-4%,16,3%,-5%,0.1%[9.22 µM]
O=C(NCC1CC1)c1cccs1,.,i,.,2%,30%,27,.,3%,0.4%

Complete entries as entered above:
COc1cc(C(=O)N2CCN(C)C(C)C2)ccc1OC1CCN(C(C)=O)CC1 (stereo not given) in the list: A549 tox = 2%; S2 tox = i; Nrf2 inh = 13%; ATXN2 expr inh = 39%[activator]; TGFb SMAD3 inh = 2%; IL-1B inflam inh = 30; MCF10A rereplic = -1%; HepG2 viability = 10%; Nrf2 activator = -0.1%
COc1cccc(N2CC(NC(=O)/C=C\c3ccccc3)CC2=O)c1 (stereo not given) in the list: A549 tox = -11%; S2 tox = .; Nrf2 inh = .; ATXN2 expr inh = .; TGFb SMAD3 inh = -8%; IL-1B inflam inh = .; MCF10A rereplic = .; HepG2 viability = -10%; Nrf2 activator = 0.2%

Some of these compounds in order of number of heavy atoms, ascending.
SMILES,A549 tox,S2 tox,Nrf2 inh,ATXN2 expr inh,TGFb SMAD3 inh,IL-1B inflam inh,MCF10A rereplic,HepG2 viability,Nrf2 activator
Cc1onc(CO)c1C(=O)Nc1nccs1,7%,i,10%,2%,-4%,16,3%,-5%,0.1%[9.22 µM]
O=C1c2ccccc2C(=O)N1CCSc1ccccc1,-2%,i,?,72%[activator],4%,4,24%,-39%,0.4%
COc1cccc(N2CC(NC(=O)/C=C\c3ccccc3)CC2=O)c1 (stereo not given),-11%,.,.,.,-8%,.,.,-10%,0.2%
COc1ccc(S(N)(=O)=O)cc1C(=O)OCC(=O)NC(C)(C#N)C1CC1 (stereo not given),8%,i,2%,-8%,19%,15,7%,10%,0.1%
COc1ccc(N(Cc2cc3cccc(C)c3[nH]c2=O)C(=O)C2CCCO2)cc1 (stereo not given),-16%,i,-9%,.,-13%,-2,-1%,-23%,0.4%

From PubChem BioAssay
